MCF10A rereplic: inducers of DNA re-replication in MCF 10A breast cells | MCF 10A DNA re-replication, Hoechst nuclear intensity, 48 h | Potency, µM (highest dose often 46.1 µM), for the others: at the top dose activity, positive = re-replication, most hits filed as activators | hit rate 2.9% among 350,000 | AID 624296; further: potency means the concentration at half of the fitted maximal effect; % of control where 0% means no effect; nearly all actives have a fitted effect of over 50% in size
KB-3-1 cytotox: KB-3-1 parental cell cytotoxicity | Potency, µM (doses to about 46.1 µM), without a hit: at the top dose activity change, negative = cytotoxic, hits mostly cytotoxic | KB-3-1 viability, CellTiter-Glo ATP luminescence, 72 h | hit rate 1.4% among 400,000 | AID 1347075; further: potency means the concentration at half of the fitted maximal effect; on the % scale 0 is the no-effect control and ±100 the full control effect; nearly all actives have a fitted effect of over 60% in size
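KB-3-1 cells, DMEM (no phenol red) + 10% FBS; compound by pin transfer, 72 h, 37 °C. Readout: CellTiter-Glo luminescence after 10 min. Data normalized, curve-fitted.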
KB-V1 cytotox: KB-V1 MDR subline cytotoxicity. AID 1347076. KB-V1 MDR cells viability, CellTiter-Glo, 72 h. Potency, µM (series often up to 46.1 µM), inactives show top-dose activity change, negative = cytotoxicity, most hits filed as cytotoxic. hit rate 3.4% among 400,000; further: potency means the concentration at half of the fitted maximal effect; on the % scale 0 is the no-effect control and ±100 the full control effect; nearly all actives have a fitted effect of over 60% in size
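qHTS viability screen in drug-selected KB-V1 MDR cells: 72 h compound treatment at 37 degrees C, ATP luminescence end point.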
SW480 rerep: DNA re-replication induction in SW480 cells; Potency, µM (top dose mostly 46.1 µM), for inactives: at the top dose re-replication activation, most hits filed as activators; hit rate 1.8% among 340,000; SW480 DNA re-replication, Hoechst DNA content imaging, 48 h; further: potency means the concentration at half of the fitted maximal effect; % of control where 0% means no effect; nearly all actives have a fitted effect of over 55% in size
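250 cells/well; 23 nL cpd via pin tool; 48 hr, 37 C, 5% CO2; Hoechst 40 min; imager read of total nuclear intensity, ex 405/em 500-530 nm.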
HT1080 IDH1KD tx: kills HT-1080 cells with IDH1 knockdown; HT-1080 IDH1 knockdown viability, ATP luminescence, 48 h; Potency, µM (titrated, usually from 46.1 µM), for the others: top-dose activity, negative = toxicity, usual class: cytotoxic; hit rate 2% among 360,000; AID 686971;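 further: potency means the concentration at half of the fitted maximal effect; 0% = DMSO wells and -100% = cell-free medium wells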
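Using the IDH1-knockdown HT-1080 line run in the same batch and compound series as the NT line, viability after 48 h at 37 °C was determined by CellTiter-Glo luminescence and expressed as % activity.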
HT1080NT lethal: kills 2HG-producing HT-1080-NT fibrosarcoma cells | HT-1080-NT fibrosarcoma viability, CellTiter-Glo ATP luminescence, 48 h | Potency, µM (highest dose often 46.1 µM), inactives show top-dose activity, negative = less viability, usual class: cytotoxic | hit rate 1.6% among 360,000;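 further: NT is the 2HG producing partner of a matched IDH1 knockdown line; potency means the concentration at half of the fitted maximal effect; 0% = DMSO-treated cells and -100% = media-only wells without cells; nearly all actives have a fitted effect of over 55% in size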
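Viability by CellTiter-Glo luminescence after 48 h compound exposure at 37C of HT-1080-NT cells (750/well, RPMI, 5% FBS). % activity scaled between DMSO wells and medium-only wells, then curve-fitted and categorized by curve class.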
S2 tox: cell viability loss in ATXN counter-screen | S2 cells (HEK-293 line with an ATXN2-luciferase reporter) viability, CellTiter-Fluor protease fluorescence, 24 h | Potency, µM (titrated, usually from 56.7 µM), actives largely listed as cytotoxic | hit rate 0.49% among 400,000; further: potency means the concentration at half of the fitted maximal effect; nearly all actives have a fitted effect of over 40% in size
IL-1B inflam inh: inhibitors of inflammasome signaling (IL-1 beta secretion); activity change, % at 57.5 µM; hit rate 4.7% among 360,000; AID 743279; THP-1 LPS/ATP IL-1B secretion, AlphaLISA, 16 h; stronger effect = lower value; in the data active means activity change below about -50%; inconclusive means mostly about -30% to -49%; further: on the % scale 0 is the no-effect control and ±100 the full control effect
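THP-1 cells pretreated 1 hr with compounds (up to 57.5 uM final), then stimulated with LPS (250 ng/mL final) plus ATP (1.25 mM final); secreted IL-1B measured by AlphaLISA after 16 hr, decreased signal indicating inhibition.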
ATXN2 expr inh: ATXN2 expression inhibition. hit rate 0.72% among 360,000. HEK-293 ATXN2-luciferase reporter, luminescence, 24 h. Potency, µM (series often up to 57 µM), for the others: at the top dose activity change, negative = inhibition, hits mostly inhibitors; further: potency means the concentration at half of the fitted maximal effect; on the % scale 0 is the no-effect control and ±100 the full control effect; nearly all actives have a fitted effect of over 55% in size
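ATXN2-luciferase reporter cells (luciferase flanked by upstream and downstream ATXN2 gene portions) were treated 24 h at 37 °C with compounds at up to 57 uM. SteadyGlo luminescence gave expression; GF-AFC fluorescence gave viability.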
* = called active by the depositor; i = inactive; ? = inconclusive; nt = no result given; [ ] = dose if it differs, or a comment. Unless noted, the call rests on the fitted dose curve; in most records, active means well fitted curve in the direction sought with a large enough effect; inconclusive means small, poorly fitted or top-dose-only effect, or another doubt; inactive means no such curve, though single readings can be large; an effect the other way counts as inactive or inconclusive.

SMILES | MCF10A rereplic | KB-3-1 cytotox | KB-V1 cytotox | SW480 rerep | HT1080 IDH1KD tx | HT1080NT lethal | S2 tox | IL-1B inflam inh | ATXN2 expr inh
COc1ccc(N(CCC(=O)NCCc2ccccc2)S(=O)(=O)c2ccc(C)cc2C)cc1 | 0% | -6% | -9% | 4% | -6% | -10% | i | -12 | nt
Cn1c(CCNC(=O)C2CCCCC2)nc2cc(NC(=O)c3cccs3)ccc21 | ? | -4% | 1% | -9% | -23% | -25% | i | 83 | 6%
COCCNC(=O)CSc1ncnc2sccc12 | 4% | -3% | 33% | 5% | 3% | 13% | i | 0 | 24%
CN1OC[C@@H]2CN(C(=O)c3cccc4ccccc34)[C@H](c3ccccc3Br)C[C@@H]21 | nt | 0% | 10% | nt | 5% | 4% | i | -18 | -6%
Cc1nc(C)c(C(=O)C2=C(O)C(=O)N(CCN3CCOCC3)C2c2ccco2)s1 (stereo unspecified) | 3% | 17% | 40% | 1% | 20% | 13% | ? | -11 | 2%
CCCCn1c(SCC(=O)N2CC(C)CC(C)C2)nc2cc(S(N)(=O)=O)ccc21 (stereo unspecified) | -21% | 0% | 0% | -1% | -2% | 2% | i | -5 | 4%
CC(C)c1ccc(OCc2cc(=O)n3c4c(sc3n2)CCCC4)cc1 | nt | -2% | 28% | nt | nt | nt | i | nt | -5%
COc1ccc(-c2cc3cc4c(cc3cn2)OCO4)cc1 | -10% | 0% | -4% | 2% | 11% | 13% | i | 30 | -10%
CSc1nc(N(C)NC(=O)c2ccc(F)cc2)c2ccccc2n1 | 1.8µM* | 0.65µM* | 1µM* | 2.3µM* | 0.52µM* | ? | ? | 75 | -14%
CCOC(=O)c1c(C)[nH]c(C(=O)OCC(=O)N2CCc3ccccc32)c1C | 3% | -5% | 1% | -4% | 8% | 16% | i | 18 | -15%
Cc1ccccc1N(C(=O)CNC(=O)c1ccco1)C(C(=O)NC1CCCC1)c1ccncc1 (stereo unspecified) | 2% | 1% | 10% | -9% | 15% | 1% | i | 15 | -3%
COc1ccc(-c2nc3ccccc3s2)cc1NC(=O)c1ccccc1F | nt | ? | ? | nt | nt | nt | i | nt | 1%
O=C1c2ccccc2S(=O)(=O)N1CCOc1ccc(F)cc1 | 0% | -2% | -2% | 2% | 1% | 8% | i | 7 | 0%
C=C1C(=O)C=C2CN(C(=O)c3ccccc3)[C@@](Cc3ccc(F)cc3)(C(=O)OC)[C@@H]12 | 3.7µM* | 5.2µM* | 4.6µM* | 1.3µM* | 5.8µM* | 12µM* | 4.5µM* | -103* | 3.2µM*
CC(=O)Nc1ccc(S(=O)(=O)N2CCN(Cc3ccccc3[N+](=O)[O-])CC2)cc1 | 0% | 0% | ? | 7% | -25% | ? | i | -11 | -30%
CN(C)CCNC(=O)C(=O)NCC(c1cccnc1)N1CCN(c2ccc(F)cc2)CC1 (stereo unspecified) | nt | 2% | 0% | nt | nt | nt | i | nt | 3%
CC1(C)CC(=O)c2cc(-c3nc(-c4ccc(Cl)cc4)cs3)c(=O)n(-c3ccc(Cl)cc3)c2C1 | nt | 0% | 14% | nt | nt | nt | i | nt | -2%
C#Cc1ccc([C@@H]2C=C(C(=O)NCc3ccccc3)O[C@H](OCC)[C@H]2CCCO)cc1 | ? | 9% | ? | -30%[inhibitor] | -9% | -2% | i | 14 | -3%
COc1ccc(CNC(=O)c2sccc2C)cc1 | -7% | -6% | -9% | -20% | -7% | 0% | i | -12 | 14%
COc1ccc(C(CC(=O)Nc2cc(C)ccn2)N2Cc3ccccc3C2=O)cc1 (stereo unspecified) | -3% | -6% | ? | -12% | -2% | -11% | i | 13 | nt
Cc1nn(C)c(C)c1NC(=O)C12CC3CC(CC(C3)C1)C2 | 0% | -7% | 13% | 1% | 15% | 25% | i | 19 | -24%
COc1ccc(C)cc1NC(=O)c1cccc(-c2ccc(OC(C)=O)cc2)c1 | ? | -22% | ? | 16% | -29% | -13% | i | -17 | -35%
CCNc1nc(NC(C)(C)C)nc(SCC(N)=O)n1 | 4% | ? | ? | 1% | -1% | 12% | i | 8 | 0%
O=C(Nc1cccc2ccccc12)C1CCN(C(=O)Cc2ccccc2)CC1 | -4% | -5% | ? | -4% | -6% | -1% | i | 25 | 4%
CCOC(=O)N1CCC(NC(=O)C2CCN(S(=O)(=O)c3c(C)noc3C)CC2)CC1 | 4% | 0% | 15% | 0% | 1% | 7% | i | 21 | -1%

New compounds follow.
SMILES | MCF10A rereplic | KB-3-1 cytotox | KB-V1 cytotox | SW480 rerep | HT1080 IDH1KD tx | HT1080NT lethal | S2 tox | IL-1B inflam inh | ATXN2 expr inh
NC(=O)c1cccc(-c2ccnc3c2CC(C(=O)Nc2ccc(Cl)cc2)O3)c1 (stereo unspecified) | nt | -1% | -3% | nt | ? | ? | ? | -3 | -39%
Cc1ccc(C(=O)c2cn(CC(=O)NCc3ccccc3)c3nc(C)ccc3c2=O)cc1 | nt | 0% | 19% | nt | nt | nt | i | nt | 3%
CC(=O)Nc1nonc1NC(C)=O | -5% | 1% | -1% | -24% | 19% | 15% | i | 6 | 10%
CC(=O)c1c(O)cc2c3c1OC(C)(C)C1CCC(C)(CC31)O2 (stereo unspecified) | nt | 2% | ? | nt | -4% | -1% | i | 2 | nt
COc1ccc(CCNC(=O)C/C(C)=N/NC(=O)C2CCCCC2)cc1OC | 6% | 13% | 28% | -9% | 14% | 12% | i | 2 | 3%
C[C@H]1CN([C@@H](C)CO)C(=O)CCCn2cc(nn2)CO[C@@H]1CN(C)S(C)(=O)=O | nt | -1% | 0% | nt | -2% | -3% | i | -28 | 4%
CCN(C(=O)CSC1=Nc2ccccc2C2CC=NN12)C1CCS(=O)(=O)C1 (stereo unspecified) | ? | -1% | -14% | ? | -1% | -8% | i | 0 | 18%
O=C(CSc1nnnn1-c1cccc(C(=O)O)c1)NC(c1ccccc1)c1ccccc1 | -7% | 2% | ? | -16% | 26% | 18% | i | -1 | -5%[11.3 µM]
C=CCOc1cccc(C2C(C(=O)c3ccco3)=C(O)C(=O)N2Cc2ccco2)c1 (stereo unspecified) | 6% | 2% | -18% | 2% | -3% | 1% | i | -14 | -15%
CCNc1cc(N2CCOCC2)nc(SC)n1 | -3% | 16% | ? | 22% | 0% | 2% | i | 2 | -9%[11.3 µM]
CCOc1ccc(S(=O)(=O)N2CCCC(C(=O)NCc3ccccn3)C2)cc1Cl (stereo unspecified) | 1% | -8% | ? | 5% | -17% | -1% | i | -26 | -10%
O=S(=O)(c1ccc(F)cc1)c1nc(-c2ccc(F)cc2)oc1NCCN1CCOCC1 | -10% | 3% | ? | -3% | -6% | -5% | i | ? | -12%
CC1CCN(C(=O)c2nc[nH]c2C(=O)N2CCc3ccccc3C2)CC1 | 17% | 10% | -1% | -11% | 15% | 13% | i | 5 | 7%
COc1coc(C(O)C[N+](=O)[O-])cc1=O (stereo unspecified) | -2% | 14% | -12% | 238% | 1% | -2% | i | 26 | 18%
O=C(/C=C/c1ccc(F)cc1)NC(=S)N1CCN(c2ccccn2)CC1 | 0% | 11% | -13% | -1% | -1% | 14% | i | -3 | 65%[activator]
Clc1ccc2c(NCc3ccccn3)ccnc2c1 | 18% | -23% | 8% | -11% | -4% | -1% | i | 13 | -29%
Cc1ccc(OCC(=O)Nc2ccc3c(c2)nc2n3CCOC2)cc1 | 6% | 12% | 8% | -11% | 6% | 19% | i | -7 | 0%
Cn1c(N)c(C(=O)CSc2nnc(C3CC3)n2Cc2ccccc2)c(=O)[nH]c1=O | 0% | -7% | -3% | 9% | -1% | 3% | i | 7 | 1%
Cc1nnc(SCC(=O)NNC(=O)c2ccccc2)n1N | -4% | -6% | -6% | -43%[inhibitor] | 6% | ? | i | 0 | 4%
O=C(c1ccc(COc2ccc(F)cc2)o1)n1cccn1 | -1% | 4% | 2% | -8% | 0% | 5% | i | 7 | 1%
CC(CCc1ccccc1)N1CCN(Cc2ccccc2)CC1 (stereo unspecified) | ? | 26% | 16% | -6% | 0% | 0% | i | 12 | -14%
O=C(NCCO)c1cccc(S(=O)(=O)N2CCCCC2)c1 | 1% | -7% | 10% | 6% | 19%[9.24 µM] | -18% | i | 10 | 7%
NC(=O)C1CCN(CC(=O)Nc2ccccc2Sc2ccccc2)CC1 | ? | -20% | 21µM* | -79%[inhibitor] | 11% | 1% | i | -7 | 12%
CCC(=O)Nc1cccc(NC(=O)CSc2nnnn2Cc2ccccc2)c1 | 9% | 2% | 0% | 1%[9.22 µM] | 2% | -6% | i | 5 | 4%
COc1ccc(CNC(=O)CCN2C(=S)NC(C)(C)CC2C)cc1 (stereo unspecified) | 1% | 0% | -11% | -4% | 0% | 8% | i | 27 | 3%
COc1ccc(OC)c(NC(=O)/C=C/c2ccccc2[N+](=O)[O-])c1 | 5% | 6% | 13% | -1% | -8% | -6% | i | -26 | 9%
COc1ccc(OC)c(S(=O)(=O)Nc2ccc(O)c3ccccc23)c1 | ? | -5% | ? | ? | ? | 23µM* | nt | 160 | ?
CCCn1nc(NC(=O)c2cccs2)c2cc3cc(C)ccc3nc21 | 18µM* | -1% | ? | 21µM* | -28% | -11% | nt | -21 | 20%
COc1ccc(NC(=O)N(C)C[C@H]2OCCCC[C@@H](C)Oc3ccc(N(C)C)cc3C(=O)N([C@H](C)CO)C[C@@H]2C)cc1 | nt | ? | 11% | nt | 11% | 14% | i | 13 | 9%
CCN(CC(=O)Nc1ccc(NC(C)=O)cc1)C(=O)c1ccc(N2C(=O)c3ccccc3C2=O)cc1 | -3% | 0% | -4% | -11% | 4% | 0% | i | 3 | nt

Retrieved one by one from above, three records:
SMILES | MCF10A rereplic | KB-3-1 cytotox | KB-V1 cytotox | SW480 rerep | HT1080 IDH1KD tx | HT1080NT lethal | S2 tox | IL-1B inflam inh | ATXN2 expr inh
Cc1nnc(SCC(=O)NNC(=O)c2ccccc2)n1N | -4% | -6% | -6% | -43%[inhibitor] | 6% | ? | i | 0 | 4%
Cc1ccc(C(=O)c2cn(CC(=O)NCc3ccccc3)c3nc(C)ccc3c2=O)cc1 | nt | 0% | 19% | nt | nt | nt | i | nt | 3%
CCCn1nc(NC(=O)c2cccs2)c2cc3cc(C)ccc3nc21 | 18µM* | -1% | ? | 21µM* | -28% | -11% | nt | -21 | 20%
